PLK1 PBD inh = blocks phosphopeptide binding to human PLK1 polo-box domain; Potency, µM, inactives show max response, negative = inhibition, hits mostly inhibitors; P53350; Plk1 PBD binding of FITC phosphopeptide, fluorescence polarization; AID 720504; 360,000 tested, 2.8% active; also: potency is read from the fitted curve at half-maximal effect; series mostly up to about 57 µM; % is scaled to controls: 0 for no effect and ±100 for the full control effect; nearly all actives have a fitted effect of over 65% in size
Target sequence (P53350 whole entry, looked up, the tested form may be a part): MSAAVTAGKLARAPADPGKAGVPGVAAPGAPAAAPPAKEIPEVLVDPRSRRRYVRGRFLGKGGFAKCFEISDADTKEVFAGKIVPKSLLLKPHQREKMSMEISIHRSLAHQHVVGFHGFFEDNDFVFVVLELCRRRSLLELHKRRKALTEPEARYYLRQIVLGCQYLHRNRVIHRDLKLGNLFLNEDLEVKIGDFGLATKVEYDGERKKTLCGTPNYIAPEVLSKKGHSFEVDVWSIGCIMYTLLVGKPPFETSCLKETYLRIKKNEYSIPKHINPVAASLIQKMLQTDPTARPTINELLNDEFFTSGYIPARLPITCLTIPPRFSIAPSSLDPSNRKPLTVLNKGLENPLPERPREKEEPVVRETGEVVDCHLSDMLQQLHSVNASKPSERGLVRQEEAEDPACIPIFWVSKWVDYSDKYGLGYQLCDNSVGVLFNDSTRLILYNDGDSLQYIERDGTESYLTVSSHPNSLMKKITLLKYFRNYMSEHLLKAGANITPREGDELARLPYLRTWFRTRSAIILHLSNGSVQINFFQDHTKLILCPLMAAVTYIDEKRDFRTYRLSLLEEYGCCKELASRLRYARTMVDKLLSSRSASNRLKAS
EPAC1 ag = activates human EPAC1 exchange factor; 360,000 tested, 0.073% active; O95398; EPAC1 agonist qHTS, biochemical assay; response scale: 100% = response to 6.5 mM cAMP; Potency, µM (titrated, usually from 154 µM), for the others: top-dose activation, hits mostly activators; also: potency is read from the fitted curve at half-maximal effect; nearly all actives have a fitted effect of over 60% in size
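Compounds were pinned as a concentration titration into mixtures of EPAC1 (100 nM), BODIPY-GDP-loaded Rap1B (250 nM) and GDP (50 uM). After 5 min at room temperature, fluorescence was followed for 30 min; activity was scaled to 6.5 mM cAMP.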
GLP-1R inv ag = GLP-1 receptor (human) inverse agonism | P43220 | HEK293 GLP-1R CRE-luciferase, luminescence, 24 h; GLP-1R form is constitutively active | Potency, µM (doses to about 38.3 µM), for the others: at the highest dose activity change, negative = inhibition, usual class: inhibitors | 410,000 tested, 1.6% active; also: potency is read from the fitted curve at half-maximal effect; % is scaled to controls: 0 for no effect and ±100 for the full control effect; nearly all actives have a fitted effect of over 55% in size
Target sequence (P43220 whole entry, looked up): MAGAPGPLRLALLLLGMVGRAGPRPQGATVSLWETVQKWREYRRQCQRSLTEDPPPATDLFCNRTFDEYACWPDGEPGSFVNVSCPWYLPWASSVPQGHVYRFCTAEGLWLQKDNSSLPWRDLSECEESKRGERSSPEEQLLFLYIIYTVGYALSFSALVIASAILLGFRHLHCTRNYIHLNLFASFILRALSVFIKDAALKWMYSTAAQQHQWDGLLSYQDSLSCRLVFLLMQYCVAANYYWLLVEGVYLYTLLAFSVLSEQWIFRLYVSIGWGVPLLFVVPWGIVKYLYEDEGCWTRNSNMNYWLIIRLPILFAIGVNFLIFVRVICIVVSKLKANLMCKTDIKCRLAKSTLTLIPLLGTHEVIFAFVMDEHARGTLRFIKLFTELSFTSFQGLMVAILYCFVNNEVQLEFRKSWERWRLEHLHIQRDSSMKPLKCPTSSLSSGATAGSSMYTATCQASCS
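Inverse agonists were sought by their lowering of basal cAMP reporter luciferase output in HEK293 cells stably carrying constitutively active human GLP-1R, after 24 h compound treatment.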
GLP-1R agonist = activates the human GLP-1 receptor; HEK293 GLP-1R CRE-luciferase, luminescence, 4-6 h; cells express a hypersensitive GLP-1R form; Potency, µM (doses to about 45.6 µM), inactives show at the top dose activation, most hits filed as activators; 380,000 tested, 0.007% active; AID 624172; also: potency is read from the fitted curve at half-maximal effect; % of control where 0% means no effect
EPAC1 antag = EPAC1 (human) antagonism. EPAC1 GEF assay, Rap1b-BODIPY-GDP exchange fluorescence. Potency, µM (titrated, usually from 115 µM), inactives show top-dose activity change, negative = inhibition, usual class: inhibitors. AID 720709. 360,000 tested, 0.14% active. O95398;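 also: potency is read from the fitted curve at half-maximal effect; plate controls were vehicle for no effect and positive control for full effect; nearly all actives have a fitted effect of over 50% in size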
IL-2 act = activators of IL-2 | IL-2 activation reporter assay, cell-based qHTS; stimulated with anti-CD3/CD4/CD28 beads; in transgenic mouse T cells | activation, % (series mostly up to about 46 µM) | 360,000 tested, 0.065% active | AID 652025; in the data active = activation above about 50%; inconclusive = mostly about 30% to 49%; also: 0% is about no effect
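Unstimulated transgenic mouse T cells preincubated 60 min with compound, then stimulated with anti-CD3/anti-CD4-coated beads plus anti-CD28 for 18 h at 37 degrees C. IL-2 response read as EGFP and DsRed fluorescence by plate cytometry.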
PTHR1 agonist = agonists of human PTHR1 parathyroid hormone receptor; Q03431; HEK293 GP2 PTHR1 cells, GloSensor cAMP luminescence, 1 h; Potency, µM (series often up to 115 µM), without a hit: at the highest dose activation, actives largely listed as activators; 410,000 tested, 0.075% active; also: potency is read from the fitted curve at half-maximal effect; nearly all actives have a fitted effect of over 55% in size; some results filed as inactive show a strong effect at the top dose; inactives centre near -15; many of its hits are not listed in these tables
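HEK-293-derived GP2 cells expressing PTHR1 and a GloSensor cAMP reporter, 3,000/well, plated overnight, given luciferin plus IBMX (each 0.5 mM as added) for 1 h at 37 °C, then compound for 1 h at 37 °C. Luminescence was read after 15 min at room temperature.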
HEK293 tox = cytotoxicity in counter-screen for GLP-1R inverse agonists; HEK293 cAMP-luciferase reporter cells, luminescence, 24 h; Potency, µM (highest dose often 38.3 µM), inactives show at the top dose activity change, negative = inhibition, most hits filed as inhibitors; 410,000 tested, 0.13% active; AID 624418;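 also: loss of luciferase light is scored as toxicity; potency is read from the fitted curve at half-maximal effect; % is scaled to controls: 0 for no effect and ±100 for the full control effect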
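Step one: seed cells (200 cells/uL, DMEM with 10% Nu serum, 1% pen-strep). Step two: 12-hour incubation at 37 deg C. Step three: pin 23 nL compound, incubate 24 hr. Step four: add luciferase reagent, read luminescence 12 min later.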
PI5P4K alpha inh = inhibitors of human PI5P4K alpha; max response, %; 330,000 tested, 1.2% active; P48426; PI5P4Kalpha enzyme, ADP-Glo luminescence, 60 min; active compounds read low; active = max response of -50% or lower; inconclusive = between -30% and -50%; inactive = -30% or higher; also: value at the top dose of about 77 µM; % is scaled to controls: 0 for no effect and ±100 for the full control effect
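PI5P4Kalpha ADP-Glo assay; 5 microM ATP final; 60 min RT reaction; HEPES pH 7.4/EGTA/CHAPS, 5% DMSO; controls lacking substrate or enzyme; luminescent end-point.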
An asterisk follows results filed as active; i = inactive; ? = inconclusive; . = no result given; & = joins results of further samples; [ ] = another dose, or the depositor's remark. Unless noted, calls follow the shape of the dose curve; as a rule, active = well fitted curve in the direction sought with a large enough effect; inconclusive = small, poorly fitted or top-dose-only effect, or another doubt; inactive = no such curve, though single readings can be large; an effect the other way counts as inactive or inconclusive. A portion of the library; the hit share may differ from the screen's.

SMILES	PLK1 PBD inh	EPAC1 ag	GLP-1R inv ag	GLP-1R agonist	EPAC1 antag	IL-2 act	PTHR1 agonist	HEK293 tox	PI5P4K alpha inh
O=S(=O)(Nc1ccc(-n2cnnn2)cc1)c1cccs1	3%	-6%	-2%	-1%	-4%	2.0	-65%[inhibitor]	3%	-11
COc1ccc(N(CC(=O)NCc2ccco2)C(=O)CCC(=O)Nc2nccs2)cc1	0%	0%	1%	5%	-5%	1.6	i	-4%	7
CCC1SC2=NC(C)=C(C(=O)OC)C(c3ccc(C(=O)OC)cc3)N2C1=O (stereo not drawn)	-1%	6%	0%	0%	7%	-2.5	i	-14%	-2
O=C(Nc1ccc2c(c1)OCO2)c1ccccn1	-10%	2%	-19%	-5%	5%	2.2	-32%[inhibitor]	2%	-23
COc1ccc2ccccc2c1-c1sc(Nc2ccccc2)n[n+]1-c1ccc(F)cc1	-12%	-8%	?	-2%	-5%	-0.6	-26%	5µM*	-5
O=C(O)c1ccccc1C(=O)NCC(O)c1ccccc1 (stereo not drawn)	-1%	6%	5%	12%	6%	-0.3	-5%	-6%	-6
CC(=O)Nc1cccc(NC(=O)C2C3C=CC(C3)C2C(=O)O)c1 (stereo not drawn)	5%	2%	2%	0%	21%	0.2	-16%	0%	-2
CCOc1ccc(-c2noc(CCCC(=O)NC3CCCCC3)n2)cc1OC	0%	-5%	27%	5%	1%	-0.7	-1%	3%	4
c1ccc(N2CCN(Cc3cccn3-c3nnc(N4CCN(C5CCCCC5)CC4)s3)CC2)cc1	.	.	12%	-5%	.	.	-18%	-2%	.
O=S1(=O)CCN(Cc2ccc(Cl)c(C(F)(F)F)c2)CC1	-8%	2%	-1%	1%	7%	3.9	i	7%	-6
Nc1nc(NC(=O)CCCC(=O)O)nn1-c1ccccc1	-1%	-3%	4%	-5%	19%	0.5	3%[57.5 µM]	4%	-1
CCCCCn1c(=O)[nH]c2cc(C(=O)NC3CCN(Cc4ccccc4)CC3)ccc2c1=O	-3%	-2%	-5%	-8%	0%	-2.7	i	-4%	-26
COc1ccc(COC(=O)CCc2cc(OC)c(OC)c(OC)c2)cc1F	?	-5%	5%	7%	-4%	8.4	-4%	-9%	2
CCc1ccc(-n2c(=O)c3c4c(sc3n(CC(=O)NCCCOC)c2=O)CCC4)cc1	.	.	10%	0%	.	.	-21%	0%	.
CC(C)CCn1nc(C(=O)Nc2nc3c(s2)CCCC3)c2ccccc2c1=O	-21%	-15%	?	22%	-13%	20	?	0%	0
Cc1ccc(C)c(N(CC(=O)NCc2ccco2)C(=O)CNS(=O)(=O)c2ccccc2)c1	-4%	7%	?	14%	4%	-2.8	-13%	-13%	-5
COc1ccc(CNC(=O)Cn2c(=O)oc3cc(S(=O)(=O)N4CCCC4)ccc32)cc1	-9%	-7%	-5%&-15%	5%	6%	-2.9	-13%&-11%	-4%&-3%	-2
O=NN(CCF)C(=O)NC1CCS(=O)(=O)CC1	?	3%	7%	1%	-2%	1.8	-1%	4%	5
COCC1CCCN(C(=O)c2cc(COc3ccc4ncccc4c3)on2)C1 (stereo not drawn)	-3%	-1%	-3%	-9%	-18%	-0.2	-43%	-3%	2
COc1ccc(OC)c(-c2csc(NC(=O)Cc3cccs3)n2)c1	-3%	5%	6%[0.307 µM]	16%	8%	-0.4	-24%	-2%[0.307 µM]	0
NNc1ncnc2scc(-c3ccc(Cl)cc3)c12	-13%	-1%	-20%	1%	3%	-0.9	-5%	?	-10
COc1ccc(S(=O)(=O)N2CCOCC2)cc1NC(=O)CSc1n[nH]c(=O)n1C1CC1	-4%	-6%	?	1%	-6%	-0.8	i	-19%	0
Clc1ccc(OCc2cc(-c3ccccc3)no2)cc1Cl	-2%	12%	?	1%	?	-2.1	-4%[57.5 µM]	29%	.
COc1ccccc1NC(=O)c1ccc(NC(=O)COC(=O)C2(C)CC2(Cl)Cl)cc1 (stereo not drawn)	21µM*	-4%	?	0%	-30%	-4.7	-37%[inhibitor]	?	-6
CC(OC(=O)Nc1cccc(Cl)c1)C(=O)O (stereo not drawn)	?	-4%	-16%	0%	-11%	0.1	-21%	?	4
COc1ccc(N2C(=O)CS(=O)(=O)C23C(=O)N(Cc2cccc(F)c2)c2ccccc23)cc1OC (stereo not drawn)	.	.	13%	11%	.	.	i	-3%	.
COc1c(C)cc(C(O)c2ncc(-c3ccc4ccccc4c3)[nH]2)cc1C (stereo not drawn)	3%	0%	?	4%	-21%	-0.4	-59%[inhibitor]	-1%	0
COc1ccc(C(=O)Nc2cccc(C)n2)cc1S(=O)(=O)N1CCCc2ccccc21	2%	16%	?	18%	?	-4.5	-19%	-1%	5
CCN(Cc1cnn(C)c1)C(=O)c1ccc(OC2CCN(S(=O)(=O)N(C)C)CC2)cc1	6%	-6%	8%	1%	9%	2.2	-3%	-10%	4
CC(=O)Nc1ccccc1OCc1cc(=O)n2c(C)csc2n1	.	.	-4%	2%	.	.	-5%	-2%	.
Cc1cncc(NCc2cccc(Cl)c2)n1	-1%	-3%	-11%	-8%	-15%	-0.2	-5%	6%	2
C=CCNC(=O)COc1ccc(N(C)S(=O)(=O)c2ccc(NC(C)=O)cc2)cc1	-5%	-6%	-10%[0.307 µM]	-12%	-14%	2.1	i	-1%[0.307 µM]	3
COc1ccc(-c2sc3ccccc3c2-c2ccc(OCCN3CCCCC3)cc2)cc1	-8%	5%	?	12%	-8%	-0.6	-3%	23%	7
COC(=O)c1ccc(CN2CCCC(C(=O)c3cc(F)ccc3OC)C2)cc1 (stereo not drawn)	-15%	4%	?	-1%	-2%	0.1	i	-7%	8
COc1cc(NC(=S)N2CCN(C(c3ccccc3)c3ccccc3)CC2)cc(OC)c1	-24%	3%	?	-12%	1%	-1.8	-37%[inhibitor]	-18%	-1
CC1CCCC(C)N1/N=C/c1ccc([N+](=O)[O-])cc1 (stereo not drawn)	-9%	17%	?	14%	-14%	-0.3	-27%	-15%	-5
COC(=O)C1=C(CS(=O)(=O)c2ccc(OC)cc2)NC(=O)NC1c1ccccc1 (stereo not drawn)	-3%	7%	10%	2%	7%	-0.4	i	6%	-1
O=C(CCNC(=O)c1ccc([N+](=O)[O-])cc1)NCc1ccco1	-8%	0%	1%	-5%	7%	0.0	19%	-3%	8
COc1ccc(CCNC(=O)Cn2c(=O)n(-c3ccc(C)c(F)c3)c(=O)c3sccc32)cc1OC	3%	-1%	30%	8%	-20%	2.2	i	0%	1
COc1ccc(-c2c(=O)n(OCc3ccccn3)c3ccccc3[n+]2[O-])cc1OC	-10%	8%	22%	4%	11%	-3.9	i	?	-2

Three entries already listed, ordered by their value in PI5P4K alpha inh, smallest number first:
SMILES	PLK1 PBD inh	EPAC1 ag	GLP-1R inv ag	GLP-1R agonist	EPAC1 antag	IL-2 act	PTHR1 agonist	PI5P4K alpha inh
COc1cc(NC(=S)N2CCN(C(c3ccccc3)c3ccccc3)CC2)cc(OC)c1	-24%	3%	?	-12%	1%	-1.8	-37%[inhibitor]	-1
Cc1cncc(NCc2cccc(Cl)c2)n1	-1%	-3%	-11%	-8%	-15%	-0.2	-5%	2
COc1ccc(-c2sc3ccccc3c2-c2ccc(OCCN3CCCCC3)cc2)cc1	-8%	5%	?	12%	-8%	-0.6	-3%	7

(continued)
SMILES	PLK1 PBD inh	EPAC1 ag	GLP-1R inv ag	GLP-1R agonist	EPAC1 antag	IL-2 act	PTHR1 agonist	HEK293 tox	PI5P4K alpha inh
COc1ccc(NC(=O)Nc2ccon2)cc1OC	-1%	-4%	34%[activator]	-1%	-9%	-2.0	i	-15%	3
Cn1ccc2c(-c3ccc(C(=O)O)cc3)cc3c(c21)C1CCC3C1 (stereo not drawn)	-23%	-6%	-6%	-6%	-8%	0.5	i	-2%	-5
O=C(CC1C(=O)N(c2ccccc2)C(=S)N1c1ccccc1)c1ccc(Br)cc1 (stereo not drawn)	-5%	15%	11µM*	9%	1%	2.9	i	1%	-2
O=C(CN1CCN(C(=O)c2ccco2)CC1)Nc1ccc(Br)cc1	-4%	-11%	-1%	1%	-9%	1.3	-20%	13%	11
CCSc1nnc(NC(=O)c2ccccc2C)s1	-13%	10%	-22%	6%	7%	-0.7	-15%	-7%	-5
NS(=O)(=O)OCC1CCCCC1	7%	0%	9%	9%	9%	0.6	i	-19%	-4
CC(C)(O)C#Cc1ccc(CN2CCN(C3CCCCC3)C(CCO)C2)s1 (stereo not drawn)	-7%	-8%	-19%	5%	-1%	-3.4	i	-16%	3
O=c1cc(CN2CCN(Cc3ccccc3)CC2)c2ccc(O)cc2o1	2%	7%	-7%	13%	-14%	-1.1	i	88%[activator]	2
Cc1ccc(C)c(NC(=O)CN(C)C(=O)COc2ccc3ccccc3c2)c1	6%	-2%	-3%	1%	0%	-0.7	-4%	6%	-10
COc1ccc(OC)c(NC(=S)N(CCc2c(C)[nH]c3ccccc23)Cc2cccs2)c1	3%	-12%	?	8%	3%	-5.6	-49%	-3%	-1
O=C(NCc1ccoc1)c1ccc(NC(=O)c2ccccc2Cl)cc1	-10%	4%	15%	-16%	-11%	-0.2	i	17%	5
COc1ccccc1CCNCc1ccc(OC)c(OCc2ccccc2)c1	-3%	11%	-15%	4%	3%	-3.2	?	-5%	.
CNC(=O)c1cc(S(=O)(=O)NCc2ccncc2)ccc1OC	-26%	-9%	0%	-4%	-13%	-0.6	i	-18%	-1
CC(=O)c1c[nH]c2ccc(C)cc2c1=O	-5%	-8%	6%	0%	-2%	-0.2	-4%	-8%	-2
CCCn1c(=O)c2ccccc2n2c(SCCOc3ccc(OC)cc3)nnc12	-12%	8%	8%	-1%	10%	-1.6	3%[57.5 µM]	3%	.
COc1cc(/C=C2/C(=O)N(c3cccc(Br)c3)N=C2C)cc(OC)c1O	?	11%	-5%	0%	-7%	-1.7	-7%	13%	7
COc1ccc(OCCn2ccnc2)cc1	2%	12%	10%	-3%	21%	1.5	5%	5%	-5
Cc1ccc(S(=O)(=O)N2CCSCCSCCSCCSCC2)cc1	-7%	11%	?	-2%	-8%	0.1	i	-5%	3
COc1cc(/C=N/NC(=O)c2ccccc2NS(=O)(=O)c2cccs2)ccc1O	-20%	1%	-13%	3%	-8%	1.8	-13%	17%	-26

Source: PubChem
